# HADH2 inhib: HADH2 (human) dehydrogenase inhibition; recombinant HADH2, NADH fluorescence, beta-hydroxybutyryl-CoA; Potency, µM (titrated, usually from 57.1 µM), for the others: at the highest dose activity change, negative = inhibition, most hits filed as inhibitors; 73,000 compounds, 3.4% hits; further: potency means the concentration at half of the fitted maximal effect; on the % scale 0 is the no-effect control and ±100 the full control effect; nearly all actives have a fitted effect of over 60% in size; many of its hits are not listed in these tables
# Target sequence (Q99714 whole entry, looked up, one chain of several): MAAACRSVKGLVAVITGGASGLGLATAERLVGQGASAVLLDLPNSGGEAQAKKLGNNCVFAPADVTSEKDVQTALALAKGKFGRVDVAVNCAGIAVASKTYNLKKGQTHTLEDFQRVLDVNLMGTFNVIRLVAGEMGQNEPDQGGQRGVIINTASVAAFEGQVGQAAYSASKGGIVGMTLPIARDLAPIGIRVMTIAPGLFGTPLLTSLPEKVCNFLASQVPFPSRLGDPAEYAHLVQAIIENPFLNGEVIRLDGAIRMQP
#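 Buffer 100 mM Tris-HCl pH 9.0/0.01% Tween-20; HADH2 20 nM; NAD+ 1 mM; beta-hydroxybutyryl-CoA 90 uM (all final). 15 min cpd preincubation, RT.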
# ERK AVP inh: blocks ERK signaling stimulated by vasopressin. Potency, µM (series often up to 57.5 µM), without a hit: top-dose activity, negative = inhibition, hits mostly inhibitors. 72,000 compounds, 0.99% hits. HEK293-V1b, vasopressin-stimulated pERK AlphaScreen. AID 995; further: potency means the concentration at half of the fitted maximal effect; on the % scale 0 is the no-effect control and ±100 the full control effect; nearly all actives have a fitted effect of over 55% in size
#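 Overnight-seeded V1b-HEK293 cells in 1% FBS got compound, then vasopressin (25 nM final, 5 min, 37C), then lysis buffer. AlphaScreen detection of phospho-ERK; activity normalized to basal and full-stimulation controls.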
# Texas Red fluor: Texas Red region autofluorescence; Compound fluorescence, Texas Red channel, 547/618 nm; stronger effect = higher value; max dye-equivalent concentration, M; 59,000 compounds, 0.06% hits; AID 587; in the data active means max dye-equivalent concentration above about 10 nM; inconclusive means between about 1.1 nM and that limit
#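 Compound fluorescence was read after 15 min at room temperature in 100 mM Tris, pH 8.0, using 547 nm excitation and 618 nm emission across a concentration series. It was expressed as Texas Red dye-equivalent concentration from an on-plate standard curve.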
# Caspase-1 inhib: allosteric or competitive inhibitors of human caspase-1; AID 900; 75,000 compounds, 0.03% hits; Potency, µM (top dose mostly 57.5 µM), for inactives: at the top dose activity change, negative = inhibition, actives largely listed as inhibitors; P29466; Caspase-1 enzyme, Ac-WEHD-AFC fluorogenic rate;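 further: potency means the concentration at half of the fitted maximal effect; plate controls were vehicle for no effect and no substrate for full effect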
# Rhodamine autofl: compound fluoresces in the rhodamine spectral region. Rhodamine-region fluorescence, 547/598 nm, Tris buffer; stronger effect = higher value. max dye-equivalent concentration, M. 59,000 compounds, 0.05% hits. AID 594; in the data active means max dye-equivalent concentration above about 11 nM; inconclusive means between about 1.1 nM and that limit
#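 qHTS spectral profiling of compounds without any target or enzyme present, in pH 8.0 Tris buffer; plates were read after a 15-minute room-temperature incubation using the rhodamine-region filter set.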
# FLuc inh: blocks Photinus pyralis firefly luciferase activity; purified firefly luciferase, luminescence, 8 min; P08659; 72,000 compounds, 2.2% hits; Potency, µM (titrated, usually from 57.1 µM), for the others: at the top dose activity change, negative = inhibition, actives largely listed as inhibitors; AID 411; further: potency means the concentration at half of the fitted maximal effect; on the % scale 0 is the no-effect control and ±100 the full control effect; nearly all actives have a fitted effect of over 40% in size
#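 Here, luciferase activity is measured as luminescence following an 8 min room-temperature reaction at 10 uM ATP, pH 7.2. Every library sample is titrated.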
# Fluorescein fluor: fluorescein region autofluorescence. Compound autofluorescence, 480/540 nm, fluorescein-equivalent; stronger effect = higher value. max fluorescein-equivalent concentration, M. 59,000 compounds, 0.91% hits; in the data active means max fluorescein-equivalent concentration above about 10 nM; inconclusive means between about 1.1 nM and that limit
#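 In this qHTS profile, compound fluorescence was measured with a 480 nm/540 nm filter pair following a 15-min room-temperature incubation in 100 mM Tris (pH 8.0). A six-point fluorescein series on each plate served for normalization.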
# Tau fil binding: binds recombinant human tau filaments. P10636. recombinant tau filaments, thioflavin S fluorescence, 15 h; filaments grown with octadecylsulfate alongside compound. Potency, µM (doses to about 57.1 µM), without a hit: top-dose activity change, negative = inhibition. 71,000 compounds, 2% hits;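 further: potency means the concentration at half of the fitted maximal effect; on the % scale 0 is the no-effect control and ±100 the full control effect; actives lower thioflavin S fluorescence by blocking filaments or displacing dye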
#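 Quantitative HTS: thioflavine S signal from ODS-induced tau filaments, excited at 450 nm, emission 510 nm. Conditions: 1 uM tau, 30 uM ODS, 15 h at 37 C, pH 7.4.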
# HEK293 cAMP cs: raises cAMP in parental HEK293 cells, TSHR agonist counter-screen. parental HEK293 CNG cAMP sensor, membrane potential fluorescence. Potency, µM (doses to about 57.1 µM), for the others: at the top dose activation, usual class: activators. 73,000 compounds, 2.5% hits; further: potency means the concentration at half of the fitted maximal effect; % of control where 0% means no effect; nearly all actives have a fitted effect of over 55% in size
#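 Parental HEK 293 cells stably expressing a cAMP-gated CNG channel were loaded with membrane potential dye containing 100 uM RO 20-1724 for 60 min. Compound added for 30 min; depolarization read as fluorescence intensity at 590 nm.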
# USP2a inh: blocks human ubiquitin-specific protease USP2a | O75604 | USP2a enzymatic assay, qHTS inhibition | Potency, µM (highest dose often 38.3 µM), without a hit: at the highest dose activity change, negative = inhibition, actives largely listed as inhibitors | 60,000 compounds, 0.1% hits;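 further: potency means the concentration at half of the fitted maximal effect; nearly all actives have a fitted effect of over 60% in size; plate controls were DMSO for no effect and NEM full inhibition control for full effect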
# Target sequence (O75604 whole entry, looked up): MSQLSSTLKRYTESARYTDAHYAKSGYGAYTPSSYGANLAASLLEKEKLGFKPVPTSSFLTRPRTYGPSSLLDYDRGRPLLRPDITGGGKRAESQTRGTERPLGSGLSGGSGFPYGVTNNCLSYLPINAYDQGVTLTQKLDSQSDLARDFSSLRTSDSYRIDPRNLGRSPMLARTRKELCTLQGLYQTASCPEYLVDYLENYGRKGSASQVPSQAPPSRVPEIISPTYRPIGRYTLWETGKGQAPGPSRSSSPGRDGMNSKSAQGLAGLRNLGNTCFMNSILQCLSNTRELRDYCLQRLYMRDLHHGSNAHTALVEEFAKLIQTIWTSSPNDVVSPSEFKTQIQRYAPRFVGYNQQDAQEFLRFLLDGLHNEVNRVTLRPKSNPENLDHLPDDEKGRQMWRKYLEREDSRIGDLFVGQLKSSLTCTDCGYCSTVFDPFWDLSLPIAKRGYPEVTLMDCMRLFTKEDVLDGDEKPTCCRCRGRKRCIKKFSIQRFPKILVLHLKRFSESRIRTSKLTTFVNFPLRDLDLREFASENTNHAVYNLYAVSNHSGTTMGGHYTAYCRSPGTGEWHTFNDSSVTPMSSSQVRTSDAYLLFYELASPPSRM
#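 USP2 core (20nM final) preincubated 30 min RT with compound, then Ub-PLA2 20nM and NBD C6-HPC 20uM final added; buffer 20mM Tris-HCl pH 8.0, 2mM CaCl2. Fluorescence Ex 460/Em 535 read at 0 and 2.5 h; normalized to NEM.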
# Casp7 inh: caspase-7 (human) inhibition, allosteric or competitive | P55210 | recombinant caspase-7, Ac-DEVD-AFC fluorescence rate | Potency, µM (highest dose often 57.5 µM), for the others: at the highest dose activity change, negative = inhibition, most hits filed as inhibitors | 75,000 compounds, 0.02% hits | AID 889; active means well fitted inhibition curve with a large enough effect in the main read-out, with a control signal flat, not every such curve was filed as active; inconclusive means small, poorly fitted or top-dose-only effect, or a change in a side signal; further: potency means the concentration at half of the fitted maximal effect; % of control where 0% means no effect
# * hit, by the source's call; i = inactive; ? = inconclusive; · = no result given; [ ] = dose if it differs, or a comment. Unless noted, the call rests on the fitted dose curve; in most records, active means well fitted curve in the direction sought with a large enough effect; inconclusive means small, poorly fitted or top-dose-only effect, or another doubt; inactive means no such curve, though single readings can be large; an effect the other way counts as inactive or inconclusive. The list is partial; the hit share may differ from the screen's.
compound	HADH2 inhib	ERK AVP inh	Texas Red fluor	Caspase-1 inhib	Rhodamine autofl	FLuc inh	Fluorescein fluor	Tau fil binding	HEK293 cAMP cs	USP2a inh	Casp7 inh
Cc1c(Cl)cccc1Nc1nc(N)nc(CSc2ncccn2)n1	10.6%	-27.2%	?	0.0%	i	-4.1%	?	0.1%	1.3%	3.8%	-0.4%
CC(C)(C)N1C(=O)[C@H]2[C@H]3[C@H](O)[C@H](O)C/C(=N/NC(=O)OCc4ccccc4)[C@H]3CC[C@@H]2C1=O	4.4%[11.4 µM]	-1.6%[11.5 µM]	·	-2.1%[11.5 µM]	·	-0.2%[11.4 µM]	·	·	-2.9%[11.4 µM]	·	-1.8%[11.5 µM]
COC(=O)C1=C(Cn2cnc3ccccc32)NC(=O)NC1c1cc(C)ccc1C (configuration not stated)	7.5%	-15.0%	i	-1.2%	i	2.3%	i	-2.0%	12.7%	26.3%	-2.7%
CCc1ccc2c(-c3cccc(Cl)c3)nc(=O)n(CC)c2n1	4.1%	-27.8%	·	-1.9%	·	2.4%	·	31.6µM*	?	·	-1.0%
O=C(CC(=O)c1ccncc1)c1ccccc1	-5.4%[11.4 µM]	-11.4%[11.5 µM]	i	0.9%[11.5 µM]	i	0.1%[11.4 µM]	i	4.9%[11.4 µM]	8.3%[11.4 µM]	·	0.6%[11.5 µM]
O=C(NC1CCCCC1)c1ccc(S(=O)(=O)N2CCCCC2)cc1	6.2%	-17.7%	i	2.4%	i	-1.2%	i	5.6%	13.0%	10.7%	-2.4%
CCOC(=O)CSc1nnc(CNC(=O)c2ccccc2OC)n1-c1ccc(OC)cc1	7.6%	10.6%	i	-0.9%	i	1.8%	?	-1.2%	?	4.3%	-1.1%
Cc1cccc(OCCCc2c(C)n[nH]c2C)c1	?	-17.7%	·	0.3%	·	0.9%	·	10.2%	9.1%	3.4%	-0.6%
Cc1onc(-c2c(Cl)cccc2Cl)c1C(=O)NCC1CCCO1 (configuration not stated)	1.7%	-20.0%	·	-0.6%	·	-0.2%	·	6.4%	-4.2%	3.6%	-0.2%
O=C(Cn1nnc(-c2ccccc2F)n1)NCCc1ccccc1	-0.2%	-1.0%	·	1.2%	·	2.0%	·	-9.3%	14.5%	·	-1.4%
CCOC(=O)c1cc2c(N)c(C(=O)c3cc(C#N)c(SC)nc3C)sc2nc1C	52.0%[activator]	5.1%	i	-9.9%	i	4.3%	?	38.7%	-3.1%	15.8%	-9.5%
COc1ccc(C2C(C(=O)N3CCN(c4ccccc4F)CC3)c3ccccc3C(=O)N2C)cc1 (configuration not stated)	4.0%	11.0%	i	1.5%	i	-0.3%	i	9.6%	?	28.3%	0.1%
COc1ccc(-c2nnc(SCc3nnc(-c4ccc(Cl)cc4)o3)n2-c2ccccc2)cc1	3.0%	7.8%	i	-1.3%	i	0.4%	i	35.2%	15.8µM*	44.9%[activator]	-2.4%
CC(C)n1c(SCCCc2ccccc2)nc2c1c(=O)[nH]c(=O)n2C	-29.4%	·	·	-2.2%	·	1.4%	·	32.0%	5.9%	·	-3.0%
Cc1ccc(S(=O)(=O)NCCCOC(=O)Nc2ccncc2)cc1	3.6%	13.0%	i	-0.4%	i	-0.1%	i	-7.0%	6.0%	0.7%	3.2%
COC(=O)c1ccccc1NC(=O)C(C)NS(=O)(=O)c1ccc(OC)cc1 (configuration not stated)	?	-29.2%	?	1.6%	i	-1.2%	?	-5.1%	14.9%	33.6%[activator]	-2.3%
CC1(C)Cc2c(C#N)c(NCCCO)nc(-c3ccccc3)c2CO1	?	-17.0%	·	-2.0%	·	0.6%	·	2.8%	10.8%	·	-1.9%
COc1ccc(-n2nc(C(=O)NCC(=O)NCc3ccco3)c3ccccc3c2=O)cc1	2.9%	17.3%	i	0.9%	i	-1.3%	i	3.3%	7.4%	18.9%	0.2%
CCOC(=O)c1c(N)sc(C(N)=O)c1C	12.6µM*	12.6µM*	·	-1.6%	·	0.0%	·	0.7%	3.2%	-1.4%	-1.1%
CCn1c(CNc2ccc(OC)cc2)nnc1SCC(=O)N1CCCc2ccccc21	0.1%	-14.1%	?	-3.2%	i	-1.0%	i	·	11.3%	·	0.8%
CC1(C(=O)O)Sc2[nH]c(=O)sc2C2c3ccccc3OC(=O)C21 (configuration not stated)	?	17.0%	?	-5.6%	i	-0.2%	?	23.1%	13.0%	-13.8%	-7.9%
O=C(COc1ccccc1Cl)NCCCN1CCOCC1	2.6%	18.1%	i	-0.4%	i	-1.7%	i	0.4%	21.3%	-0.6%	1.1%
CC1Cc2ccccc2N1c1ncnc2c1nnn2Cc1ccccc1 (configuration not stated)	25.1µM*	-4.4%	i	-1.6%	i	-4.1%	i	4.3%	21.6%	-13.5%	0.6%
O=C(c1cccc(F)c1)N1CCC2(CCN(Cc3nccs3)CC2)CC1	-3.4%	8.1%	i	-3.3%	i	1.5%[11.4 µM]	i	-19.9%	?	12.9%	-0.3%

# Part of the list above, reformatted.
# Values run as follows: HADH2 inhib | ERK AVP inh | Texas Red fluor | Caspase-1 inhib | Rhodamine autofl | FLuc inh | Fluorescein fluor | Tau fil binding | HEK293 cAMP cs | USP2a inh | Casp7 inh
> O=C(Cn1nnc(-c2ccccc2F)n1)NCCc1ccccc1
 : -0.2% | -1.0% | · | 1.2% | · | 2.0% | · | -9.3% | 14.5% | · | -1.4%
> CCOC(=O)c1cc2c(N)c(C(=O)c3cc(C#N)c(SC)nc3C)sc2nc1C
 : 52.0%[activator] | 5.1% | i | -9.9% | i | 4.3% | ? | 38.7% | -3.1% | 15.8% | -9.5%
> COc1ccc(C2C(C(=O)N3CCN(c4ccccc4F)CC3)c3ccccc3C(=O)N2C)cc1 (configuration not stated)
 : 4.0% | 11.0% | i | 1.5% | i | -0.3% | i | 9.6% | ? | 28.3% | 0.1%
> COc1ccc(-c2nnc(SCc3nnc(-c4ccc(Cl)cc4)o3)n2-c2ccccc2)cc1
 : 3.0% | 7.8% | i | -1.3% | i | 0.4% | i | 35.2% | 15.8µM* | 44.9%[activator] | -2.4%
> CC(C)n1c(SCCCc2ccccc2)nc2c1c(=O)[nH]c(=O)n2C
 : -29.4% | · | · | -2.2% | · | 1.4% | · | 32.0% | 5.9% | · | -3.0%

# (list continues)
compound	HADH2 inhib	ERK AVP inh	Texas Red fluor	Caspase-1 inhib	Rhodamine autofl	FLuc inh	Fluorescein fluor	Tau fil binding	HEK293 cAMP cs	USP2a inh	Casp7 inh
Cc1occc1C(=O)NC1CCCCCC1	5.1%	32.7%[activator]	·	-0.9%	·	0.8%	·	-4.1%	24.7%	12.5%	-3.8%
Cc1noc(C)c1COC(=O)C1CC(O)CN1S(=O)(=O)c1ccc(Cl)cc1 (configuration not stated)	7.8%	24.6%	i	-3.6%	i	1.7%	i	-1.9%	?	8.1%	-4.2%
CCCCOC(=O)CCn1c(=S)oc2ccccc21	2.5%	2.2%	?	-1.1%	i	0.3%	?	-0.9%	23.4%	0.5%	-1.0%
O=C(Nc1nc(-c2ccc(S(=O)(=O)N3CCCCCC3)cc2)cs1)c1cccs1	?	?	i	-3.2%	i	2.7%	i	85.1%	20.1%	47.4%[activator]	-1.7%
COc1ccccc1N(CCC#N)C(=O)CSc1ccc2c(c1)OCCO2	1.9%	-4.7%	?	-0.7%	i	-5.2%	i	9.8%	5.5%	3.9%	0.5%
O=C(NCC1CCC(C(=O)O)CC1)c1cccnc1 (configuration not stated)	-0.3%	5.0%	i	-1.9%	i	1.0%	i	-1.6%	10.3%	5.0%	-0.4%
CC(C)C[C@H](NC(=O)[C@@H](O)[C@H](N)Cc1ccccc1)C(=O)O	-17.8%	12.1%	·	-1.5%	·	2.0%	·	?	10.4%	·	-1.7%
CCCNC(=O)OC[C@H]1O[C@@H](CCO/N=C\[C@@H](NS(=O)(=O)c2ccc(C)cc2)[C@H](C)/C=C\CC(=O)OC)C=C[C@@H]1Oc1ccc(OC)cc1	5.2%[11.4 µM]	5.0%[11.5 µM]	·	-2.2%[11.5 µM]	·	0.7%[11.4 µM]	·	·	13.0%[11.4 µM]	·	-1.7%[11.5 µM]
CCOC(=O)c1cccc(S(=O)(=O)N(CCO)Cc2cc3cc(OC)c(OC)cc3[nH]c2=O)c1	1.9%	-7.0%	i	-2.9%	i	2.3%	i	-1.2%	-8.1%	·	-0.1%
Cc1ccnc(NC(=O)Nc2ccc(F)cc2)c1	14.3%	12.2%	·	-1.7%	·	10µM*	·	58.7%	18.5%	0.3%	0.2%
O=C(Nc1ccc(N2CCN(Cc3ccccc3)CC2)cc1)c1cccnc1	-0.9%	?	i	0.4%	i	1.3%	i	-15.5%	-9.7%	10.9%	-2.2%
CN=C1CC(C)(C)CC(=O)/C1=C(/O)CCC(=O)NC	-0.3%	4.6%	i	0.3%	i	1.1%	i	-1.9%	15.4%	-2.3%	1.1%
